Screening data from PubChem.
MCL1 BIM primary: MCL1-BIM-BH3 interaction inhibition (human) | 320,000 compounds, 0.68% hits | AID 2057 | GST-MCL1 / FITC-Bim-BH3 fluorescence polarization | inhibition, % at 10.9 µM | Q07820;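 active means inhibition above the mean inhibition of all tested compounds plus 3 SD, set per campaign, cut at about 40% in these data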;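 further: 0% = DMSO wells and 100% = unlabeled Bim-BH3 peptide control; higher means more loss of mP so more displacement of Bim peptide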
Target sequence (Q07820 whole entry, looked up): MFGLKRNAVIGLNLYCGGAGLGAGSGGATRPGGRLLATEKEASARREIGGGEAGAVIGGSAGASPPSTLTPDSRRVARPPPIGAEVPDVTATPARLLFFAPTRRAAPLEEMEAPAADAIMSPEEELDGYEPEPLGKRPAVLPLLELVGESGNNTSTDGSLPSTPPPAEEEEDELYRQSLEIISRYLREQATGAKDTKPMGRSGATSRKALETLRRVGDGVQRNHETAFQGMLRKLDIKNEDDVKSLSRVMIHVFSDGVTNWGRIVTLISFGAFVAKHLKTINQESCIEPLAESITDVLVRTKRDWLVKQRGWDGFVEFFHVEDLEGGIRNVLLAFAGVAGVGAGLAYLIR
GRK2 inh: inhibitors of human GRK2 displacing RNA aptamer; 330,000 compounds, 0.59% hits; P25098; AID 488847; bead flow cytometry, FAM-aptamer displacement from GRK2; inhibition of aptamer binding, % at 10 µM;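 active means inhibition of aptamer binding above 40%, roughly 3 SD of noise, on plates passing a quality check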;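 further: median bead fluorescence of bound FAM aptamer so fluorescent compounds give negative values; no value below 0 was filed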
Efflux pump mplx: inhibitors of Candida antifungal efflux pumps expressed in yeast. inhibition, % at 10 µM. 330,000 compounds, 0.44% hits. S. cerevisiae Candida pump triplex, Nile Red efflux;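 active means plate passing quality check with inhibition over a set limit, or well fluorescence over plate mean plus 4 SD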;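 further: Nile Red retained in pooled yeast measured as flow cytometry median fluorescence; 0% = buffer negative control and 100% = Enniatin B positive control; higher means more Nile Red kept so more efflux inhibition; some compounds called inactive have numbers as strong as hits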
GLD-1 TGE inh: GLD-1-TGE RNA interaction inhibition (C. elegans) | 320,000 compounds, 0.44% hits | Q17339 | purified GLD-1 + fluorescein TGE RNA, fluorescence polarization | inhibition, % at 5.96 µM | AID 2280;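 active means percent inhibition above a per-plate cutoff, the plate mean of test compounds plus 3 SD, cut at about 30% in these data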;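 further: 0% = DMSO wells with GLD-1 and probe and 100% = wells lacking GLD-1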
PME-1 inh: blocks human protein phosphatase methylesterase 1; 320,000 compounds, 0.53% hits; inhibition, % at 5.9 µM; AID 2130; recombinant PME-1, FP-Rh probe fluorescence polarization;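 active means inhibition above the campaign mean of all compounds plus 3 SD, cut at about 26% in these data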;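 further: competitive labeling of PME-1 active site by serine hydrolase directed probe; 0% = PME-1 with DMSO and 100% = wells lacking PME-1 enzyme; inhibitors block probe labeling so polarization falls and inhibition rises; many of its hits are not listed in these tables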
Target sequence (Q9Y570 whole entry, looked up): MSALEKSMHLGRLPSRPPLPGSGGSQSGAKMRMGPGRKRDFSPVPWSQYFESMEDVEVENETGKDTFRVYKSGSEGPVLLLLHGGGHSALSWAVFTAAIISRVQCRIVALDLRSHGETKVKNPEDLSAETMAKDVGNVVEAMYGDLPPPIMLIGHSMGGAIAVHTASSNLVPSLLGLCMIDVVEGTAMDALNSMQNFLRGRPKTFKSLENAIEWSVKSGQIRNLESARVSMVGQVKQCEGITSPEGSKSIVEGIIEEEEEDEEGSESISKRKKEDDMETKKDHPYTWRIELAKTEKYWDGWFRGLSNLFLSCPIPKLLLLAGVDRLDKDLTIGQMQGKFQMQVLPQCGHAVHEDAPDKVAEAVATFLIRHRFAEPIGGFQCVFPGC
VLA-4 inh: inhibition in a human VLA-4 binding assay; P13612; VLA-4 expressing cells, ligand binding flow cytometry; inhibition, % (about 7 µM as worked out from the volumes in the protocol); 330,000 compounds, 0.2% hits; AID 2557; in the data active means inhibition above about 50%
MEX-5 binding: C. elegans MEX-5 TCR-2 RNA binding activity; Q9XUB2; MEX-5/FITC-TCR2 RNA binding, fluorescence polarization; hits give low values; activity score (negative = inhibition of binding), % at 10 µM; 300,000 compounds, 0.38% hits; AID 1832;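 active means inhibition past about -25% in most replicates, and total fluorescence under double the plate's negative control median, limit read from the data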;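 further: 0% = DMSO and -100% = 5 µM competing unlabeled TCR2 RNA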
Fam108B counter: Fam108B inhibition, counter-screen for RBBP9 inhibitors; recombinant Fam108B, FP-Rh probe fluorescence polarization; inhibition, % at 9.51 µM; 300,000 compounds, 0.33% hits; AID 1947;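 active means inhibition above the screen mean inhibition plus 3 SD, computed separately per campaign, cut at about 18% in these data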;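 further: inhibitors lower polarization as less probe binds the enzyme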
BCLXL inh: blocks human Bcl-xL binding to Bim BH3 peptide; Q07817; GST-Bcl-xL / FITC-Bim BH3 peptide fluorescence polarization; inhibition, % at 10.9 µM; 320,000 compounds, 0.7% hits; AID 2129;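 active means inhibition above the mean of all tested compounds plus 3 SD, cutoff set per campaign, cut at about 30% in these data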;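 further: 0% = DMSO wells and 100% = unlabeled Bim-BH3 peptide competitor; inhibitors lower millipolarization by displacing the labeled peptide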
Target sequence (Q07817 whole entry, looked up): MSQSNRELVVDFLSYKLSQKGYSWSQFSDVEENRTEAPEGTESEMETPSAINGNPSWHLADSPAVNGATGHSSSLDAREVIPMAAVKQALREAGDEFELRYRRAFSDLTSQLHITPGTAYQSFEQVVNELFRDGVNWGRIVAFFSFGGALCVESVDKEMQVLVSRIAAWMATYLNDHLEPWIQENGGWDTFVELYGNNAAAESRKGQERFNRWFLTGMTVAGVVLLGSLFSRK
An asterisk follows results filed as active; nt = not tested or not shown.

SMILES | MCL1 BIM primary | GRK2 inh | Efflux pump mplx | GLD-1 TGE inh | PME-1 inh | VLA-4 inh | MEX-5 binding | Fam108B counter | BCLXL inh
CC1(C)CSC(=S)N1S(=O)(=O)c1ccccc1 | 4 | 1 | 0.3 | -3 | -2 | 8 | -2.3 | -2 | 8
CC(C)(C)c1ccc(-c2nnc(SCC(=O)NCC3CCCO3)n2N)cc1 (stereo unspecified) | nt | 0 | 0.1 | 5 | nt | -12 | nt | nt | nt
N#C/C(=C\c1ccc(Cl)cc1)c1nc2ncccc2[nH]1 | 14 | 0 | 0.0 | 3 | -6 | 20 | -4.6 | 4 | 13
O=C(COC(=O)/C=C/c1cccc(Cl)c1)NC(=O)NCc1ccccc1 | 5 | 1 | -0.1 | 5 | -8 | -7 | nt | nt | -1
Cc1ccccc1OCC(=O)OCC(=O)NCc1ccc2c(c1)OCO2 | nt | 0 | -0.3 | 2 | nt | -20 | nt | nt | nt
COc1ccc(F)cc1S(=O)(=O)N1CCN(C(=O)c2ccco2)CC1 | -3 | 3 | 0.1 | 2 | -4 | 8 | 1.4 | -4 | 1
NC(=O)N/N=C/c1cn(-c2ccccc2)nc1-c1cccnc1 | 2 | 0 | 0.3 | 4 | 4 | -4 | -1.7 | 6 | 2
c1ccc(Cc2ccc(OCCCNC3CCCC3)cc2)cc1 | -1 | 0 | 0.0 | 3 | -2 | 12 | 2.5 | 4 | 5
COc1ccc(NC(=O)Cn2nnc(C(=O)NCc3cccs3)c2N)cc1 | 0 | 6 | -0.1 | 2 | 2 | 0 | 1.2 | -4 | 1
C=CC[C@@H](Cc1ccc(F)cc1)C(=O)OC[C@H]1CCCN1C(=O)[C@H](CC=C)CC(=O)N[C@H](CO)Cc1ccccc1 | nt | 0 | 0.8 | -1 | nt | 9 | nt | nt | nt
CNC(=O)c1ccsc1NC(=O)c1ccc(S(=O)(=O)N2CCCc3ccccc32)cc1 | -6 | 0 | 0.2 | 1 | -68 | -32 | 1.2 | -42 | 2
Cc1ccc(CNC(=O)CNS(=O)(=O)c2cccc3nsnc23)cc1 | 2 | 0 | 0.2 | 0 | -1 | 25 | 1.7 | -4 | 3
Cc1cccc(NC(=O)c2cccc3c2-c2ccccc2C3=O)n1 | -1 | 2 | -0.1 | 4 | -1 | 20 | -0.2 | -1 | 67*
Cc1cc(NC(=O)c2ccco2)ncc1NC(=O)Cc1ccccc1 | 2 | 2 | -0.1 | 4 | -4 | 11 | -4.0 | 0 | 6
O=C(NCC1CCCO1)c1cc(-c2ccc(F)cc2)no1 (stereo unspecified) | 4 | 0 | -0.2 | 8 | -3 | -2 | -2.5 | 0 | 3
CC1(c2ccc(OC(F)F)cc2)NC(=O)N(CC(=O)NC2CCCCC2)C1=O (stereo unspecified) | 0 | 3 | 0.0 | -1 | 1 | 3 | -3.9 | -2 | 1
O=S(=O)(Nc1ccc2[nH]ncc2c1)c1ccccc1Cl | -2 | 3 | 0.2 | 1 | 1 | 5 | 3.2 | 0 | 5
Cc1cc(C)c2cc(C(=O)Nc3ccccc3)[nH]c2c1 | 8 | 0 | 0.3 | 1 | -5 | -3 | 3.1 | -3 | 2
CCCCCn1c(=O)[nH]c2cc(C(=O)NC3CCN(Cc4ccccc4)CC3)ccc2c1=O | -5 | 0 | 0.1 | 1 | 0 | 4 | -0.6 | 2 | 2
O=C(Nc1ccc(Nc2ccccc2)cc1)N1CCOCC1 | 10 | 0 | 0.1 | 1 | -4 | 11 | 0.4 | 2 | 7
COC(=O)C1C2C=CC3(CN(C(C)c4ccc(OC)cc4)C(=O)C13)O2 (stereo unspecified) | 9 | 0 | -0.1 | -2 | -3 | -1 | 2.8 | -2 | 4
COc1ccc(N(CC(=O)N2CCc3ccccc3C2)S(=O)(=O)c2c(C)nn(C)c2C)cc1 | 4 | 0 | 0.0 | 5 | -1 | 15 | nt | 3 | -1
CCN(C(=O)CSc1nc(C)nc2sc(C)c(C)c12)C1CCS(=O)(=O)C1 (stereo unspecified) | 1 | 2 | -0.3 | 12 | 5 | 46 | nt | nt | -4
O=C(COc1ccccc1Cl)N(Cc1cccs1)C1CCS(=O)(=O)C1 (stereo unspecified) | 2 | 3 | 0.0 | -2 | -4 | -26 | -0.4 | -4 | 3
O=C1CCS/C(=N\N=C\c2ccc(Cl)cc2Cl)N1 | 4 | 0 | 0.0 | -1 | -1 | 6 | 0.0 | -2 | 3
Nc1c(NCCc2ccccc2)c2ccccc2oc1=O | 1 | 2 | 0.0 | -1 | 2 | -8 | -0.3 | 1 | -3
Cc1ccccc1-c1cc(C(=O)NCc2ccc(OC(F)(F)F)cc2)nn1CC1CC(c2cccc([N+](=O)[O-])c2)=NO1 (stereo unspecified) | nt | 0 | 0.1 | 3 | nt | 1 | nt | nt | nt
O=C(N=C1SC2CS(=O)(=O)CC2N1c1cccc(Cl)c1)C1CCCO1 (stereo unspecified) | -6 | 0 | 0.1 | -2 | -1 | 29 | 0.0 | 3 | 4
COc1cccc(N2CCN(c3ncnc4c3[nH]c3ccccc34)CC2C)c1 (stereo unspecified) | -9 | 3 | 0.0 | 2 | 21 | -14 | -0.8 | 15 | -13
N#CCCN(CC(=O)O)S(=O)(=O)c1ccccc1 | 0 | 0 | -0.1 | -6 | -1 | -4 | -0.7 | 0 | 3
CCN(CC)S(=O)(=O)c1ccc(C(=O)OCC(=O)Nc2sc3c(c2C#N)CCCCC3)cc1 | 18 | 4 | 0.0 | 5 | -2 | -13 | -4.3 | 3 | 11
CCCCN(CC)CCNC(=O)CCC(=O)Nc1ccc2nc(N3CCN(C)CC3)cc(C)c2c1 | 11 | 0 | -0.3 | 3 | -2 | -1 | -0.1 | 3 | 10
O=C(NNc1cccc(Cl)n1)Nc1ccccc1Cl | -2 | 1 | 0.2 | 4 | -2 | 9 | 0.6 | 1 | 0
c1ccc(Cn2nnc3c(NCc4ccc5c(c4)OCO5)nc(C4CC4)nc32)cc1 | 6 | 0 | 0.2 | 7 | -5 | -3 | 3.1 | -3 | 4
O=C(Cc1ccccc1)NCC(=O)N1CCC1 | -4 | 0 | -0.1 | -1 | 1 | 4 | -2.6 | -1 | -3
COc1ccccc1CC(=O)N1CCN(c2ccccc2)CC1 | -10 | 0 | 0.0 | -8 | -5 | 3 | -1.7 | -2 | -1
CN(C)C(=O)c1cc(C(=O)c2ccccc2F)c[nH]1 | 8 | 1 | 0.1 | 3 | -2 | 4 | -0.6 | 0 | 0
COc1ccc(Cl)cc1N1C(=O)C2CCCN2C1c1cccc(F)c1 (stereo unspecified) | 1 | 0 | 0.0 | 4 | -3 | -5 | -2.0 | -1 | 4
O=C(COC(=O)CNC(=O)c1ccc(Cl)cc1Cl)Nc1cccc(S(=O)(=O)N2CCCC2)c1 | -3 | 3 | 0.1 | -11 | 6 | 4 | 3.1 | 0 | -2
CCC1CCCCN1C(=O)c1cccc(S(=O)(=O)Nc2cc(C(F)(F)F)ccc2Cl)c1 (stereo unspecified) | 1 | 1 | 0.4 | 1 | 16 | -3 | 1.7 | 1 | -1
O=C(NCC1CCCN(Cc2ccc3nonc3c2)C1)c1cccc(C(F)(F)F)c1 (stereo unspecified) | 6 | 0 | -0.2 | -3 | 1 | -5 | 0.8 | 10 | 5
CC1(c2ccc(OC(F)F)cc2)NC(=O)N(CC(=O)NCCC2=CCCCC2)C1=O (stereo unspecified) | 4 | 3 | 0.0 | 4 | -2 | 0 | nt | nt | 4
COc1cc(NC(=S)NC(=O)c2ccccc2C)ccc1NC(=O)c1cccs1 | 4 | 0 | -0.1 | 3 | -14 | 13 | -0.5 | -5 | 2
Cc1ccc(S(=O)(=O)N(C)CCCC(=O)Nc2ccccn2)cc1 | -6 | 3 | -0.1 | 1 | -2 | 4 | -2.8 | 0 | 4
CC12CCC(=O)N1C(C(=O)NNC(=O)c1cccc(Cl)c1)CS2 (stereo unspecified) | 2 | 0 | 0.2 | 3 | 4 | 28 | 0.1 | -2 | 7
Cn1cc(S(=O)(=O)N2CCN(c3ccccc3)CC2)c(=O)n(C)c1=O | 4 | 0 | 0.0 | -3 | -11 | 4 | 0.4 | 2 | 6
CCOC(=O)c1ccc(NC(=S)N(Cc2cccnc2)Cc2ccco2)cc1 | -6 | 0 | 0.0 | -5 | -2 | -22 | 0.2 | 0 | -4
C=CCNCc1cccn1-c1ccccc1 | 3 | 0 | 0.2 | 6 | -7 | -2 | -3.6 | 0 | 3
Cc1ccc(N(Cc2cc3ccc(C)cc3[nH]c2=O)S(C)(=O)=O)c(C)c1 | -4 | 5 | -0.1 | 6 | 0 | 6 | 1.8 | 1 | 3
CCOc1ccc(NC(=O)CN2CC(c3ccccc3)CC2=O)cc1 (stereo unspecified) | 3 | 0 | -0.2 | 13 | 3 | 5 | -0.8 | 1 | -2

Next part.
SMILES | MCL1 BIM primary | GRK2 inh | Efflux pump mplx | GLD-1 TGE inh | PME-1 inh | VLA-4 inh | MEX-5 binding | Fam108B counter | BCLXL inh
c1c2c(cc3sc(N4CCOCC4)nc13)OCCO2 | 2 | 0 | -0.1 | 1 | 2 | 11 | -0.5 | 1 | 1
CC(=O)C1=C(O)C(=O)N(CCCn2ccnc2)C1c1ccc(C)cc1 (stereo unspecified) | 0 | 0 | 0.0 | 2 | -5 | 10 | -1.4 | -4 | 3
O=C(CCCn1c(=S)[nH]c2ccc(Br)cc2c1=O)NCC1CCCO1 (stereo unspecified) | 0 | 1 | -0.3 | 6 | -3 | 9 | -0.5 | -7 | 0
CCc1nnc(NC(=O)CN2CCN(Cc3ccc(C)cc3)CC2)s1 | 5 | 0 | 0.1 | 0 | -1 | 13 | -1.2 | -2 | 1
Cc1ccc(Nc2cc(C)nc3ccccc23)c(C)c1 | 9 | 0 | 0.0 | 6 | -4 | 6 | -4.3 | -2 | 2
CCCCNC(=S)NNC(=O)c1csc(CC)c1 | 8 | 0 | -0.1 | 2 | -1 | -5 | 3.2 | 3 | 0
CC(=O)Nc1cccc(NC(=O)/C=C/c2ccc(S(=O)(=O)N3CCOCC3)cc2)c1 | nt | 0 | 0.0 | 0 | nt | -1 | nt | nt | nt
COc1ccc(-n2c(Cc3cccn3C)nnc2SCC(=O)Nc2nccs2)cc1 | -5 | 0 | -0.1 | 8 | -1 | 1 | -1.3 | -2 | 3
CCOc1ccc(CCNC(=O)c2ccc(NC3=NC4CS(=O)(=O)CC4S3)cc2)cc1 (stereo unspecified) | 10 | 3 | 0.0 | 1 | -3 | 5 | 0.3 | 0 | 1
CCCC(=O)c1c[nH]c(C(=O)NCc2cccnc2)c1 | 3 | 0 | 0.1 | 6 | 1 | 5 | -0.8 | -2 | 4
COc1cc(OC)c(CN2CCCCCCC2)cc1Br | 4 | 0 | -0.2 | 7 | 5 | 3 | 1.9 | 1 | 5
CCC1CCc2c(sc(NC(=O)C3CC=CCC3C(=O)O)c2C#N)C1 (stereo unspecified) | 6 | 12 | -0.2 | 0 | 4 | 4 | 0.3 | 1 | 7
COc1ccccc1-n1cc(C(=O)NCC(=O)NCc2ccc(F)cc2)c2ccccc2c1=O | 5 | 0 | -0.1 | 4 | 6 | -1 | -2.6 | 4 | 4

This is a subset, so the mix of outcomes need not match the whole.
